PME-1 Maybridge – PME-1 (human) inhibition, Maybridge primary screen. recombinant PME-1, FP-Rh probe fluorescence polarization. inhibition, % at 9 µM. actives 0.5% (n = 16,000). AID 2291; in the data active = inhibition above about 30%
NOTCH ag – activates NOTCH signaling in reporter cells | NOTCH signaling luciferase reporter cells, luminescence | activation, % at 2.5 µM | actives 0.4% (n = 15,000) | AID 434982; in the data active = activation above about 2.2%
Nox1 inhibitor – inhibitors of human NADPH oxidase 1 (Nox1); inhibition, % at 6.7 µM; Q9Y5S8; actives 0.81% (n = 16,000); HT29 cells, luminol chemiluminescence ROS
TLR4 MyD88 blk – inhibitors of human TLR4-MyD88 binding; O00206; actives 0.06% (n = 16,000); inhibition, % at 10 µM; Cell-based TLR4-MyD88 binding inhibition assay; in the data active = inhibition above about 45%
rat GALR2 agon – GALR2 (rat) receptor agonism; activation, % at 10 µM; cell-based GALR2 agonist screen; AID 833; actives 0.5% (n = 16,000); O08726; in the data active = activation above about 15%
Target sequence (O08726 whole entry, looked up): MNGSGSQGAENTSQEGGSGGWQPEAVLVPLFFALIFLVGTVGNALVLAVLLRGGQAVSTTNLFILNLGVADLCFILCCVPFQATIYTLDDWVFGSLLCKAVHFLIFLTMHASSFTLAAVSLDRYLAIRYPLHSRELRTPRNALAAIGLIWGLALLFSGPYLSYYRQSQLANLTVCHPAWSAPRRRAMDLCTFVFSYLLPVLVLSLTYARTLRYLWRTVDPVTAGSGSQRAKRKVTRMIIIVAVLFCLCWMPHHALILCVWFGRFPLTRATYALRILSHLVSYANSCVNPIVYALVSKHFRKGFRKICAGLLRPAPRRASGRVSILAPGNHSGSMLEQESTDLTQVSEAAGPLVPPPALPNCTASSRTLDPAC
OPRK1 antag MB – blocks the human kappa opioid receptor, Maybridge compounds; P41145; OPRK1 cells, antagonist mode, fluorescence readout; inhibition, % at 9 µM; actives 0.4% (n = 16,000); AID 652031; in the data active = inhibition above about 50%
Target sequence (P41145 whole entry, looked up): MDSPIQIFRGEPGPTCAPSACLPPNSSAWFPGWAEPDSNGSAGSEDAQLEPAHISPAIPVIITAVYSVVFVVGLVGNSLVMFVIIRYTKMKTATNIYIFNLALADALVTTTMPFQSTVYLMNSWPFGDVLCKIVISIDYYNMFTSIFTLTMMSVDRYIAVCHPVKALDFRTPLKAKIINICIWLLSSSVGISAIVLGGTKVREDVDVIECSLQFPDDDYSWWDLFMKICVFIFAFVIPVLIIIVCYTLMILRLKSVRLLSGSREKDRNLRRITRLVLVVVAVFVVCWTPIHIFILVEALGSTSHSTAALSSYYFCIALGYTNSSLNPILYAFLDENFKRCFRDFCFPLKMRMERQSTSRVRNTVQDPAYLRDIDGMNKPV
Luminol counter – counter-screen for Nox1 inhibitors: inhibitors of luminol chemiluminescence; HRP/luminol/H2O2 chemiluminescence counterscreen; inhibition, % at 6.7 µM; actives 0.4% (n = 16,000); also: reference of the scale not given here
S1P1 agonist – activates the human S1P1 receptor; P21453; S1P1 agonist cell-based reporter assay; activation, % at 4.5 µM; actives 1.5% (n = 16,000); in the data active = activation above about 80%
Numbers without * were called inactive; x = no result given. Rule as the data show it, unless noted: active = inhibition above about 75%; inactive = the rest.

Labels used below: A = PME-1 Maybridge; B = NOTCH ag; C = Nox1 inhibitor; D = TLR4 MyD88 blk; E = rat GALR2 agon; F = OPRK1 antag MB; G = Luminol counter; H = S1P1 agonist
CCOC(=O)C(O)(NC(=O)c1cccnc1)C(F)(F)F (stereo unspecified)
  A: 2; B: -0.6; C: 10; D: -2; E: -4; F: 18; G: -7; H: 3

Cc1nnsc1C(=O)N1C[C@@H]2CCCC[C@@H]2C[C@@H]1C(=O)NC(C)(C)C
  A: 6; B: 0.2; C: -2; D: -5; E: -6; F: -16; G: -8; H: -8

Cc1c(C(=O)Nc2ccccc2)sc2cc(C(C)(C)C)sc12
  A: -21; B: -0.2; C: 4; D: 1; E: -9; F: 13; G: -1; H: 23

CCOC(=O)c1[nH]c(C)c(S(=O)(=O)NCc2nn(-c3ccccc3)nc2C)c1C
  A: 5; B: -3.7; C: 9; D: -1; E: -5; F: 6; G: -7; H: 8

Fc1ccc2c(c1)/C(=N/Nc1ncc(C(F)(F)F)cc1Cl)CCS2
  A: 7; B: -0.7; C: 40; D: 6; E: -8; F: -3; G: 7; H: 12

CCOc1ccc(NC(=O)C2CCN(C(C)=O)CC2)cc1
  A: 0; B: -0.3; C: -77; D: x; E: -6; F: 15; G: 3; H: 8

c1ccc(-c2cnc(-c3ccccc3)nc2)cc1
  A: 1; B: -0.2; C: 13; D: 0; E: -5; F: -20; G: 3; H: 24

O=S(=O)(c1ccc(-n2cccn2)cc1)N(Cc1ccccn1)Cc1ccccn1
  A: -1; B: -0.3; C: -9; D: -1; E: -4; F: -5; G: 2; H: -2

Cc1cc(-c2noc(-c3cc(C)on3)n2)no1
  A: -2; B: 0.5; C: -44; D: 10; E: -4; F: 17; G: 3; H: 19

COc1ccc(N=CC2=C(O)CC(c3cccs3)CC2=O)cc1 (stereo unspecified)
  A: 4; B: -0.4; C: 7; D: 1; E: -1; F: 3; G: -16; H: 16

CC(C)(C)NC(=O)CSc1nnc([C@H](Cc2ccccc2)NC(=O)OC(C)(C)C)o1
  A: 0; B: -0.8; C: -35; D: -4; E: -5; F: -23; G: 2; H: 7

Cc1nc2sc(C)c(C)c2c(=O)o1
  A: -1; B: -0.6; C: -24; D: 2; E: -8; F: -16; G: 5; H: -16

COC(OC)c1ccc(C#N)c(SCC(=O)c2ccc(Cl)cc2)n1
  A: 5; B: x; C: -55; D: -1; E: -8; F: 9; G: 7; H: -13

Nc1nnc(-c2cn(-c3ccccc3)nc2-c2ccc(Cl)cc2)o1
  A: -1; B: 0.1; C: 5; D: -4; E: -4; F: 15; G: -1; H: 5

CN(C)c1ccc(/C=N/Nc2c(Cl)cncc2Cl)cc1
  A: 2; B: 0.6; C: 102*; D: -16; E: -4; F: -15; G: 3; H: 35

O=C(ON=C1CCCCC1)c1ccc([N+](=O)[O-])cc1
  A: -1; B: -5.6; C: -10; D: 7; E: -5; F: -3; G: -1; H: 10

Cn1c(Sc2cnc(=S)[nH]c2-c2ccc(Cl)cc2)nnc1C(F)(F)F
  A: 4; B: -0.4; C: 10; D: 4; E: -2; F: 14; G: -6; H: 11

O=C(O/N=C1\Cc2ccccc2C1=O)c1cccs1
  A: -1; B: -0.5; C: -52; D: x; E: -8; F: -9; G: 2; H: -2

O=C(Nc1ccc(Cl)cc1)c1cnccc1C(F)(F)F
  A: 0; B: 1.1; C: 3; D: 1; E: -8; F: -5; G: 0; H: -17

O=C(NC(=S)Nc1ccccc1)c1cncc(C#Cc2ccccc2)c1
  A: -1; B: -0.4; C: 6; D: 0; E: -6; F: 1; G: 3; H: -8

Cc1ccc2c(O)c(-c3ccccc3)c(=O)[nH]c2c1
  A: 5; B: 0.6; C: -14; D: -2; E: -6; F: 1; G: 0; H: -2

COc1cc(NC(=O)c2c(OC)cccc2OC)cc(C(F)(F)F)c1
  A: 3; B: -0.4; C: 20; D: -4; E: -1; F: 11; G: -6; H: -2

O=[N+]([O-])c1ccc(SC2=NCCS2)c([N+](=O)[O-])c1
  A: 3; B: -0.8; C: -22; D: -19; E: -8; F: 24; G: 3; H: 113*

COc1ccc(OC)c(S(=O)(=O)Oc2ccc3ccccc3c2I)c1
  A: 0; B: 0.8; C: -45; D: 3; E: -5; F: 0; G: 1; H: -13

Cc1cc(OCC(=O)Nc2ccc(OC(F)(F)F)cc2)c2ccccc2n1
  A: 20; B: -0.7; C: 18; D: 0; E: -6; F: -26; G: -5; H: 71

CCCN=c1ssc(=O)n1CCC
  A: -2; B: -0.7; C: -26; D: 2; E: -9; F: -4; G: 2; H: -6

ClC1=C(COc2ccc(Cl)cc2Cl)CSc2ccc(Cl)cc21
  A: 2; B: -0.1; C: 12; D: -7; E: -8; F: 18; G: -8; H: -5

CC(C)(C)c1csc(-c2ccc(C=N/C(C#N)=C(\N)C#N)cc2)n1
  A: -4; B: -0.5; C: -3; D: -5; E: -8; F: 11; G: 0; H: 31

O=C(Nc1ccccc1)O/N=C/c1ccc(F)c(Cl)c1
  A: 1; B: 1.8; C: -9; D: -4; E: -9; F: 3; G: -6; H: 7

Cc1cc(C(=O)NCc2cccn2C)nn1C
  A: 7; B: -1.0; C: 24; D: 3; E: -3; F: 17; G: -5; H: 5

Cc1cc(C(=O)NCCNS(=O)(=O)c2ccc(Cl)cc2)c(C)o1
  A: 3; B: -0.1; C: 3; D: -9; E: -6; F: -6; G: -1; H: -1

Cc1c(C#N)c(NC(=O)c2cccs2)n(Cc2cccs2)c1C
  A: 0; B: -0.2; C: 11; D: -1; E: -8; F: -13; G: -4; H: -8

N#CC1COc2ccccc2O1 (stereo unspecified)
  A: 0; B: -0.7; C: -39; D: 8; E: -7; F: 8; G: 0; H: -5

Fc1cc(Br)cc(F)c1NC(=S)N1CCOCC1
  A: 5; B: -0.1; C: -19; D: -2; E: -6; F: -15; G: -6; H: -10

Cc1noc2[nH]cnc(=S)c12
  A: -1; B: -0.8; C: -3; D: -7; E: -5; F: -11; G: 2; H: -6

COc1ccc(Oc2ccc([N+](=O)[O-])cc2-c2nc(-c3ccccn3)no2)cc1
  A: 2; B: -0.1; C: -42; D: -8; E: -6; F: -4; G: 2; H: -16

Cc1ccc(S(=O)(=O)NC(=O)Nc2ncccc2OCc2ccc(Cl)c(Cl)c2)cc1
  A: 1; B: 0.0; C: -43; D: 12; E: -7; F: 4; G: -1; H: 53

COc1ccc(-c2nc(-c3ccc(OS(=O)(=O)N(C)C)cc3)no2)cc1OC
  A: -5; B: 0.2; C: -53; D: x; E: -12; F: 5; G: 2; H: 107*

COc1ccc(-n2nnnc2/C=C/N2CCN(c3cccc(C(F)(F)F)c3)CC2)cc1
  A: -2; B: -0.7; C: -28; D: -3; E: -3; F: 2; G: 3; H: -8

COc1cc(/C=N/N=C2/NC(=O)CCS2)cc(OC)c1
  A: -2; B: 0.0; C: -13; D: 8; E: -3; F: -7; G: -2; H: -8

CC(=O)Nc1ccc(S(=O)(=O)N2CCN(CCOc3ccccc3)CC2)cc1
  A: -4; B: -0.2; C: -36; D: 3; E: -9; F: -19; G: -2; H: 6

C(/C=C/c1ccccc1)=C\c1ccccc1
  A: 5; B: -0.4; C: 21; D: -6; E: 3; F: 31; G: -6; H: 0

COC(=O)c1cnc(Sc2ccc(Cl)cc2)nc1C(F)(F)F
  A: 3; B: -1.2; C: 13; D: -22; E: 0; F: 20; G: -4; H: 15

O=C(c1ccccc1)c1cccc2c1NCC2
  A: 4; B: -0.3; C: -4; D: 6; E: -6; F: 12; G: 7; H: 21

Cn1c(-c2ncc(C(F)(F)F)cc2Cl)n[nH]c1=S
  A: 7; B: 0.2; C: 12; D: -5; E: -7; F: 15; G: -3; H: 93*

A different layout for part of the listing above:
Structure	PME-1 Maybridge	NOTCH ag	Nox1 inhibitor	TLR4 MyD88 blk	rat GALR2 agon	OPRK1 antag MB	Luminol counter	S1P1 agonist
COc1cc(/C=N/N=C2/NC(=O)CCS2)cc(OC)c1	-2	0.0	-13	8	-3	-7	-2	-8
CC(=O)Nc1ccc(S(=O)(=O)N2CCN(CCOc3ccccc3)CC2)cc1	-4	-0.2	-36	3	-9	-19	-2	6
C(/C=C/c1ccccc1)=C\c1ccccc1	5	-0.4	21	-6	3	31	-6	0
COC(=O)c1cnc(Sc2ccc(Cl)cc2)nc1C(F)(F)F	3	-1.2	13	-22	0	20	-4	15
O=C(c1ccccc1)c1cccc2c1NCC2	4	-0.3	-4	6	-6	12	7	21

Other records.
Labels used below: A = PME-1 Maybridge; B = NOTCH ag; C = Nox1 inhibitor; D = TLR4 MyD88 blk; E = rat GALR2 agon; F = OPRK1 antag MB; G = Luminol counter; H = S1P1 agonist
O=C(NCc1ccccc1)C(=O)Nc1cc(C(F)(F)F)cc(C(F)(F)F)c1
  A: 3; B: 0.1; C: 19; D: 1; E: 2; F: 10; G: -6; H: -31

Cn1c(SCC(=O)N2c3ccccc3Sc3ccccc32)nnc1-c1ccncc1
  A: 1; B: -0.1; C: -14; D: 7; E: -2; F: -4; G: -2; H: -6

O=C(O)c1nccnc1C(=O)Nc1cccc2c1CCCC2
  A: -2; B: 0.2; C: -19; D: 3; E: -6; F: -5; G: 0; H: -10

N#Cc1cccc(C#N)c1Oc1ccc(NC(=O)c2ccc(Cl)cc2)cc1
  A: -9; B: -0.3; C: -33; D: 2; E: -1; F: -9; G: 1; H: 25

O=C(O)c1ccccc1Sc1cc(C(=O)O)c(Sc2ccccc2C(=O)O)cc1C(=O)O
  A: -4; B: -0.3; C: -50; D: 5; E: -9; F: -6; G: 4; H: 69

COc1cccc(N2CC(=O)Nc3c(oc4nc(-c5ccccc5)cc(C)c34)C2=O)c1
  A: 2; B: -0.1; C: -24; D: -1; E: -1; F: -1; G: -1; H: -34

COC(=O)c1cc(OC)c(OC)cc1NC(=O)c1nccnc1C(=O)O
  A: 0; B: -0.5; C: -60; D: -1; E: 1; F: 10; G: 2; H: 0

CN(C)/C=C/C(=O)C(c1ccccc1)c1ccccc1
  A: -4; B: -0.1; C: -25; D: 8; E: -5; F: 1; G: 3; H: 0

CSC(SC)=C(C#N)c1ccccc1
  A: 6; B: -0.1; C: 9; D: -3; E: -2; F: 2; G: -4; H: 28

CCOC(=O)c1ccc(NC(=O)CCCN2CCN(Cc3ccccc3)CC2)cc1
  A: 4; B: -0.6; C: -8; D: -6; E: -2; F: 20; G: 3; H: 0

COC(=O)c1cc(I)c(OC(C)=O)c(I)c1
  A: 2; B: -0.1; C: -27; D: 1; E: -8; F: 14; G: 3; H: 13

O=C(Nc1ccccc1)NN1CC(=O)N(c2ccc(Cl)cc2)CC1=O
  A: 2; B: 0.1; C: -24; D: x; E: -5; F: 7; G: -1; H: -2

O=C(O)COCC(=O)Nc1ccccn1
  A: -3; B: -0.5; C: -48; D: 2; E: -2; F: 6; G: 2; H: -3

CS(=O)(=O)Cc1nnc(-c2cccc([N+](=O)[O-])c2)o1
  A: 1; B: -0.2; C: 16; D: -3; E: -4; F: 1; G: -1; H: -30

CN(C)/C=N/NC(=O)COc1ccc(SC(F)(F)F)cc1
  A: 4; B: 0.2; C: 15; D: -6; E: -5; F: -1; G: -7; H: -3

Cc1cc2nc(-c3cc4cc(Cl)cc(Cl)c4oc3=O)[nH]c2cc1C
  A: -17; B: -0.9; C: -24; D: 6; E: -7; F: 27; G: 4; H: -7

O=C(O)C1CC2CC1CCC2O (stereo unspecified)
  A: 4; B: -0.4; C: 9; D: 11; E: -2; F: 9; G: -5; H: 5

CN1CCN(c2ccc(CNC(=O)C3=Cc4ccccc4OC3)cc2)CC1
  A: -2; B: x; C: -40; D: -6; E: -6; F: 9; G: -5; H: -17

CSc1nsc(SC)c1C(=O)NC(=O)N1CCSCC1
  A: 1; B: -0.2; C: -62; D: 8; E: -6; F: 9; G: 0; H: -5

CCOC(=O)c1cc(C)n(N(C)c2cc(C(F)(F)F)ccn2)c1C
  A: 4; B: 0.3; C: 7; D: 1; E: -7; F: 9; G: -7; H: 3

Cc1ccc(-c2cncnc2NC(=O)c2ccccc2)cc1
  A: 3; B: -0.2; C: 6; D: 3; E: -7; F: 6; G: -2; H: -19

NC(=O)C1CCN(CC(O)Cc2ccc3c(c2)OCO3)CC1 (stereo unspecified)
  A: 2; B: -0.2; C: -42; D: -6; E: -4; F: 11; G: 1; H: 4

O=C(NC(=S)Nc1cccc(C(F)(F)F)c1)c1ccc2nonc2c1
  A: 4; B: -0.3; C: 29; D: 1; E: 6; F: 22; G: 11; H: 13

Cc1nn(Cc2ccc(C(=O)Oc3ccc(Cl)cc3)o2)c(C)c1Br
  A: 4; B: -0.2; C: 2; D: 11; E: -3; F: 4; G: -9; H: 1

O=S(=O)(NCc1ccc(-c2ccc(F)cc2F)o1)c1ccccc1
  A: 5; B: 0.4; C: 16; D: 1; E: -1; F: -2; G: -5; H: 2

CCOC(=O)c1cnc(SCC(=O)c2cc(Cl)c(Cl)s2)nc1N
  A: -12; B: -0.1; C: -36; D: -9; E: -1; F: 6; G: 8; H: -1

Cc1[nH]nc(N)c1Br
  A: 0; B: -0.7; C: -62; D: -3; E: -3; F: 9; G: 3; H: -8

Bioassay records deposited in PubChem by The Scripps Research Institute Molecular Screening Center.
